Screens deposited in PubChem by National Center for Advancing Translational Sciences (NCATS).
Nrf2 inh: blocks Nrf2 signaling; A549 ARE-Fluc reporter, luciferase luminescence, 18-24 h; Potency, µM (doses to about 46 µM), without a hit: top-dose activity change, negative = inhibition, hits mostly inhibitors; 360,000 tested, 2.1% active; AID 504444; further: potency means the concentration at half of the fitted maximal effect; on the % scale 0 is the no-effect control and ±100 the full control effect; nearly all actives have a fitted effect of over 60% in size
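Cells were seeded and rested 2 h, then exposed to compounds for 18-24 h. CellTiter-Fluor was read first as a viability measure. BugLite was added 15 min before the final luminescent read of ARE-luciferase activity in A549 cells.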
HepG2 tox: counter-screen for TGF-b inhibitors: cytotoxicity in HepG2 cells | AID 588856 | Potency, µM (highest dose often 46.1 µM), without a hit: top-dose activity change, negative = cytotoxicity, actives largely listed as cytotoxic | HepG2 CAGA-GFP viability, ATP luminescence, 18 h | 410,000 tested, 0.76% active; further: potency means the concentration at half of the fitted maximal effect; some results filed as inactive show a strong effect at the top dose
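HepG2 CAGA-GFP cells (1000/well, DMEM with 1% FBS) received compound, then TGF-beta at 500 pg/mL final, and were incubated 18 hours at 37 degrees C. Viability was read by CellTiter-Glo luminescence. Media-only wells were set as complete cell-killing and DMSO as no toxicity.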
TGFb inhibitor: blocks TGF-b signaling; 410,000 tested, 1.2% active; HepG2 CAGA-GFP TGF-b/SMAD3 reporter, GFP fluorescence, 18 h; TGF-beta stimulated, 500 pg/mL final; Potency, µM (doses to about 46.1 µM), for inactives: top-dose activity, negative = inhibition, most hits filed as inhibitors; further: potency means the concentration at half of the fitted maximal effect; on the % scale 0 is the no-effect control and ±100 the full control effect; nearly all actives have a fitted effect of over 65% in size
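Inhibition of TGF-beta-driven CAGA-GFP reporter expression in HEPG2 cells is measured by cellular GFP fluorescence after 18 h stimulation with 500 pg/mL recombinant TGF-beta in 1% FBS medium at 37 degrees C.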
MCF10A rereplic: DNA re-replication induction in MCF 10a cells. MCF 10A DNA re-replication, Hoechst nuclear intensity, 48 h. Potency, µM (series often up to 46.1 µM), without a hit: top-dose activity, positive = re-replication, usual class: activators. 350,000 tested, 2.9% active. AID 624296; further: potency means the concentration at half of the fitted maximal effect; % of control where 0% means no effect; nearly all actives have a fitted effect of over 50% in size
Nrf2 activator: activators of Nrf2 (ARE) signaling. AREc32 ARE-luciferase reporter (MCF7-derived line), luminescence, 24 h. Potency, µM (highest dose often 46.1 µM), inactives show at the top dose activation, usual class: activators. 410,000 tested, 0.31% active. AID 624171; further: potency means the concentration at half of the fitted maximal effect; % of control where 0% means no effect; nearly all actives have a fitted effect of over 65% in size
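AREc32 cells carrying an ARE-driven firefly luciferase, 1000 cells/well in OPTI-MEM with 5% FBS, dosed after overnight attachment and incubated 24 hr at 37 deg C. Steady-Glo luminescence read after 30 min at RT.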
ATXN2 expr inh: reduces ATXN2 reporter expression in HEK-293 cells. 360,000 tested, 0.72% active. Potency, µM (series often up to 57 µM), inactives show at the highest dose activity change, negative = inhibition, actives largely listed as inhibitors. HEK-293 ATXN2-luciferase reporter, luminescence, 24 h. AID 1745845; further: potency means the concentration at half of the fitted maximal effect; on the % scale 0 is the no-effect control and ±100 the full control effect; nearly all actives have a fitted effect of over 55% in size
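ATXN2-luciferase reporter cells (luciferase flanked by upstream and downstream ATXN2 gene portions) were treated 24 h at 37 °C with compounds at up to 57 uM. SteadyGlo luminescence gave expression; GF-AFC fluorescence gave viability.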
IL1B secr inh: blocks inflammasome-driven IL-1 beta release; THP-1 LPS/ATP IL-1B secretion, AlphaLISA, 16 h; active compounds read low; activity change, % at 57.5 µM; 360,000 tested, 4.7% active; AID 743279; in the data active means activity change below about -50%; inconclusive means mostly about -30% to -49%; further: on the % scale 0 is the no-effect control and ±100 the full control effect
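THP-1 cells pretreated 1 hr with compounds (up to 57.5 uM final), then stimulated with LPS (250 ng/mL final) plus ATP (1.25 mM final); secreted IL-1B measured by AlphaLISA after 16 hr, decreased signal indicating inhibition.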
A549 viability: counter-screen for Nrf2 inhibitors: cytotoxicity in A549 cells; 390,000 tested, 0.16% active; Potency, µM (highest dose often 46 µM), for inactives: at the top dose activity change, negative = cytotoxicity, hits mostly inhibitors; AID 504648; A549 ARE-Fluc cells, CellTiter-Fluor viability, 18-24 h; further: potency means the concentration at half of the fitted maximal effect; on the % scale 0 is the no-effect control and ±100 the full control effect
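A549 ARE_Fluc cells in 5% FBS OPTI-MEM were exposed to compounds in concentration-response for 18-24 h at 37 deg C. Viability was read by CellTiter-Fluor fluorescence (Ex 405/Em 525) after 30 min, before the luciferase read.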
ATXN viability: cell viability loss in ATXN counter-screen; S2 cells (HEK-293 line with an ATXN2-luciferase reporter) viability, CellTiter-Fluor protease fluorescence, 24 h; Potency, µM (highest dose often 56.7 µM), most hits filed as cytotoxic; 400,000 tested, 0.49% active; AID 651635; further: potency means the concentration at half of the fitted maximal effect; nearly all actives have a fitted effect of over 40% in size
Numbers without * were called inactive; i = inactive; ? = inconclusive; / = no result given; [ ] = another dose, or the depositor's remark. Unless noted, the call rests on the fitted dose curve; in most records, active means well fitted curve in the direction sought with a large enough effect; inconclusive means small, poorly fitted or top-dose-only effect, or another doubt; inactive means no such curve, though single readings can be large; an effect the other way counts as inactive or inconclusive. Not a hit list; about 8.8% have a hit in one of these screens.

SMILES	Nrf2 inh	HepG2 tox	TGFb inhibitor	MCF10A rereplic	Nrf2 activator	ATXN2 expr inh	IL1B secr inh	A549 viability	ATXN viability
CC1(C)CC(=O)C2=C(C1)c1c(ccc3ccccc13)NC2c1ccc(OCC(=O)O)cc1 (stereo unspecified)	-8%	1%	0%	-2%	-0.2%	/	15	4%	/
O=C(NCCCN1CCOCC1)c1cc2ccccc2o1	3%	-11%	-3%	0%	-0.3%	6%	18	14%	i
CC1CCC2(CC1)NC(=O)N(CC(=O)NC(C)c1ccc(F)c(F)c1)C2=O (stereo unspecified)	3%	-4%	17%	3%	-0.9%	/	7	11%	i
O=C(Nc1ccccc1)NC1CCN(Cc2nnnn2C2CCCCC2)CC1	9%	-19%	15%	0%	0.8%	-14%	9	/	i
Cc1ccc(S(=O)(=O)NCC(=O)OCCOc2ccccc2F)cc1	?	-6%	19%	-8%	0.0%	/	0	1%	i
Cc1ccc(NC(=O)CN(C)S(=O)(=O)c2cccc3nsnc23)cc1C	-3%	4%	-31%	10%	0.5%	44%[activator]	-14	2%	i
CCCOc1ccc(CNC(=O)CCCN2C(=O)CSc3c2c(C)nn3-c2ccccc2)cc1	-12%	-25%	?	/	-1.0%	?	/	-3%	?
Cc1ccccc1N1CCN(c2ccccc2NC(=O)/C=C\C(=O)O)CC1	-2%	1%	2%	14%	-0.4%	-5%	16	-3%	i
CCCCCn1c(=O)[nH]c2cc(C(=O)NCCCN3CCCCC3)ccc2c1=O	15%	-32%	-8%	23%	0.1%	-4%	-25	2%	?
O=C(Cn1cc(S(=O)(=O)c2ccc(F)cc2)c(=O)c2cc3c(cc21)OCO3)Nc1ccccc1	3%	-7%	-10%	/	0.1%	13%	/	5%	i
COc1cccc(Nc2nnc(Cc3cccnc3)c3ccccc23)c1	-18%	-31%	-25%	4%	5.1%	/	-4	-3%	i
CS(=O)(=O)N(Cc1cccc(CN(C(C(=O)O)c2ccccc2)S(C)(=O)=O)c1)C(C(=O)O)c1ccccc1 (stereo unspecified)	3%	39%	33%[activator]	8%	0.1%	5%	-6	0%	i
O=C1CCCC(O)=C1N=Nc1cccc(S(=O)(=O)N2CCOCC2)c1	-19%	2%	-1%	-1%	3.9%	-2%	16	1%	i
Cc1cc(C)cc(NC(=O)Cn2c(=O)n(C(C)C)c(=O)c3oc4ccccc4c32)c1	35%	0%	-3%	/	-0.9%	/	/	0%	/
Cc1ccc(-c2cn(-c3ccccc3F)c(=S)[nH]2)cc1	24%	-24%	?	2%	5.6%	23%	?	6%	i
Cc1ccccc1CSc1nnc(-c2cccnc2)n1N	?	-81%	1%	1%	-0.3%	3%	20	16%	i
O=C(Nc1ccc(Cl)c(Cl)c1)Nc1ccccn1	?	-6%	-5%	?	?	34%	0	-5%	i
Cc1cc2c(cc1S(=O)(=O)NCCc1ccc(Cl)cc1)OCC(=O)N2	-15%	-27%	-19%	3%	1.3%	-22%	15	-6%	i
O=C(Nc1nc2ccc(S(=O)(=O)N3CCCC3)cc2s1)C1CCCO1 (stereo unspecified)	-7%	-23%	-7%	10%	2.4%	-7%	13	/	i
CCc1ccc(CNCCNC(=O)c2ccco2)cc1	?	-12%	-20%	18µM*	5.1%	41%[activator]	23	?	i
COc1ccc(OC)c(NC(=O)N2CCN(S(=O)(=O)c3ccc4c(ccn4C)c3)CC2)c1	/	-3%	-6%	/	0.6%	-2%	/	-2%	i
O=C(NC(=S)Nc1ccccn1)c1cccc([N+](=O)[O-])c1	?	4%	0%	-2%	25%	25%	-4	0%	i
COc1ccc(N2C(=O)CC2(/C=C/c2ccccc2OC)C(=O)NC2CCCC2)cc1 (stereo unspecified)	-4%	-29%	-9%	-2%	-0.9%	-3%	?	-6%	?
Cc1ccc(Cc2nc3ccccc3nc2SCC(=O)N2CCCCC2)cc1	/	-34%	0%	/	0.2%	/	/	-14%	/
COc1cc(C2=NOC(C(=O)Nc3ccc4c(c3)OCO4)C2)cc(OC)c1OC (stereo unspecified)	9%	-29%	-16%	-3%	2.4%	10%	15	-3%	i
COC(=O)c1cn(-c2nc(C)c3c(n2)CCC3)nn1	?	-14%	0%	-1%	0.4%	6%	-4	0%	i
CC(Nc1nc(N2CCN(CCO)CC2)nc2ccccc12)c1ccccc1 (stereo unspecified)	-25%	-18%	-1%	6%	2.6%	-28%	-91*	?	i
COCCCNCCOCCOc1ccc(C)cc1[N+](=O)[O-]	5%	1%	14%	-182%[0.0737 µM]	0.5%	2%	-17	0%	i
Cc1ccc(NC(=O)Cn2nc(C(F)(F)F)c3c2CCC3)cc1C	-10%	-27%	?	/	-0.7%	-31%	/	-2%	?
CN(Cc1ccccc1)C(=O)COC(=O)c1cc(=O)[nH]c2ccccc12	20%	1%	1%	-7%	-0.5%	7%	14	0%	i
Cc1cccc(C(=O)Nc2sc3c(c2C(=O)Nc2ccccc2)CCC3)c1	12%	-2%	1%	/	0.3%	0%	/	2%	?
COc1ccc(NS(=O)(=O)c2cccc(C(=O)N/N=C(\C)c3ccncc3)c2)cc1	-10%	-16%	0%	1%	0.4%	2%	30	5%	i
CC1CC(=O)C2=C(C1)Nc1ccccc1N=C2 (stereo unspecified)	/	6%	-1%	-10%	-0.2%	5%	-15	-1%	i
Cc1ccc(C(=O)NCc2ccco2)cc1[N+](=O)[O-]	1%	3%	-1%	10%	15%	6%	-3	7%	i
C[N+]1(CC(=O)OCCCC2CCCCC2)CCCC1	0%	-8%	-5%	-4%	1.9%	24%	26	10%	i
CCOC(=O)Cc1nnc2c(Nc3ccccc3F)nc3nonc3n12	?	-50%	-15%	?	-0.2%	-7%	8	-8%	i
Cc1ccc(N2CCN(C(=S)Nc3ccccc3C)CC2)cc1	-3%	-4%	18%	6%	0.5%	5%	0	0%	i
O=C1C=CC(O)C2(CO)OC12 (stereo unspecified)	/	-99%	?	/	-4.6%	/	-90*	/	?
Cc1cc2c(=O)n(C)c(SCC(=O)Nc3ccc(F)cc3)nc2s1	1%	-10%	-4%	2%	0.7%	-3%	4	-1%	i
COc1ccccc1NCCC(=O)OCC(=O)NC1CCCC(C)C1C (stereo unspecified)	16%	-13%	-5%	9%	-0.6%	12%	-7	4%	i
CN1CCN(S(=O)(=O)c2cccc(C(=O)Nc3cc(C(F)(F)F)ccc3N3CCCCC3)c2)CC1	-28%	-1%	18%	18%	0.4%	-22%	-52*	-19%	i
COc1ccc(NC(=O)c2ccc3nc[nH]c3c2)cc1	?	-6%	30%[activator]	-4%	9.5%	36%[activator]	3	4%	i
CCN(C(=O)c1cc2c(=O)n3cccc(C)c3nc2s1)c1ccc(C)c(C)c1	-5%	-3%	1%	/	3.4%	3%	/	0%	i
COn1c(-c2ccc(C)cc2)nc2ncccc21	?	-10%	-16%	4%	3.3%	-2%	-12	3%	i
COc1ccc(Oc2c(C)oc3cc(OC(=O)N4CCOCC4)ccc3c2=O)cc1	-18%	-25%	-23%	-5%	-0.7%	-10%	17	5%[1.84 µM]	i
COc1ccc(CCNC(=O)C(=O)NCC2OCCN2S(=O)(=O)c2cccs2)cc1 (stereo unspecified)	-2%	-26%	-17%	11%	0.2%	-12%	-7	-1%	i
CSc1ccccc1NC(=O)c1ccc(N2CCCC2=O)cc1	5%	12%	22%	1%	2.2%	23%	-5	0%	i
N#Cc1cc([N+](=O)[O-])cnc1N(CCO)CCO	7%	-5%	?	-1%	0.3%[9.22 µM]	-3%	0	-11%	i
Cc1c(C(=O)Nc2cccc(-c3nc4ccccc4s3)c2)oc2ccccc12	?	-13%	-6%	/	6.4%	34%	/	3%	i
COC(=O)N(C)C[C@H]1OCc2cnnn2CCCC(=O)N([C@H](C)CO)C[C@H]1C	/	1%	9%	/	-0.8%	14%	17	/	i
CCOc1ccc(NC(=O)CN(C)C(=O)c2cc(C)nc3ccccc23)cc1OCC	4%	0%	9%	1%	-0.3%	/	17	5%	i
C/C(=N\Nc1ccc(Cl)c(C(=O)O)c1)c1cc2ccccc2o1	1%	-20%	?	-3%	0.1%	12%	58	-13%	i

A draw from above in order of molecular weight, smallest number first.
SMILES	Nrf2 inh	HepG2 tox	TGFb inhibitor	MCF10A rereplic	Nrf2 activator	ATXN2 expr inh	IL1B secr inh	A549 viability	ATXN viability
COn1c(-c2ccc(C)cc2)nc2ncccc21	?	-10%	-16%	4%	3.3%	-2%	-12	3%	i
CSc1ccccc1NC(=O)c1ccc(N2CCCC2=O)cc1	5%	12%	22%	1%	2.2%	23%	-5	0%	i
C/C(=N\Nc1ccc(Cl)c(C(=O)O)c1)c1cc2ccccc2o1	1%	-20%	?	-3%	0.1%	12%	58	-13%	i
Cc1c(C(=O)Nc2cccc(-c3nc4ccccc4s3)c2)oc2ccccc12	?	-13%	-6%	/	6.4%	34%	/	3%	i
COC(=O)N(C)C[C@H]1OCc2cnnn2CCCC(=O)N([C@H](C)CO)C[C@H]1C	/	1%	9%	/	-0.8%	14%	17	/	i
COc1ccc(Oc2c(C)oc3cc(OC(=O)N4CCOCC4)ccc3c2=O)cc1	-18%	-25%	-23%	-5%	-0.7%	-10%	17	5%[1.84 µM]	i
CCOc1ccc(NC(=O)CN(C)C(=O)c2cc(C)nc3ccccc23)cc1OCC	4%	0%	9%	1%	-0.3%	/	17	5%	i
COc1ccc(CCNC(=O)C(=O)NCC2OCCN2S(=O)(=O)c2cccs2)cc1 (stereo unspecified)	-2%	-26%	-17%	11%	0.2%	-12%	-7	-1%	i

Fetched by structure from above (2):
SMILES	Nrf2 inh	HepG2 tox	TGFb inhibitor	MCF10A rereplic	Nrf2 activator	ATXN2 expr inh	IL1B secr inh	A549 viability	ATXN viability
COCCCNCCOCCOc1ccc(C)cc1[N+](=O)[O-]	5%	1%	14%	-182%[0.0737 µM]	0.5%	2%	-17	0%	i
Cc1cc2c(cc1S(=O)(=O)NCCc1ccc(Cl)cc1)OCC(=O)N2	-15%	-27%	-19%	3%	1.3%	-22%	15	-6%	i
